High-throughput results from PubChem BioAssay.
M. tuberculosis GlmU: inhibition of mycobacterial GlmU enzyme – biochemical, glucosamine-1-phosphate acetyltransferase (AID 1376); M. tuberculosis GlmU acetyltransferase enzyme assay; higher % means a stronger effect; 0.25% of 220,000 active; one-dose inhibition, %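 (tested at 30 µM in the primary screen)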; IC50 in µM for titrated hits; in the data active = inhibition above about 13%; inconclusive = no clear call, values can overlap the other calls;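 note: 0% = complete reaction with vehicle and 100% = reaction without substrate; strong numbers were not always called active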
Mtb RmlCD inh: blocks M. tuberculosis RmlC and RmlD coupled enzymes; P9WH09+P9WH11; inhibition, % at 3.6 µM; 0.03% of 160,000 active; RmlC+RmlD coupled enzyme assay, percent inhibition; primary screen in compound mixtures; in the data active = inhibition mostly above about 34%, no sharp cut-off; inconclusive = no clear call, values can overlap the other calls; inactive = mostly below about 22%; note: some results filed as inactive read as strong as hits
Target sequence (P9WH09 whole entry, looked up): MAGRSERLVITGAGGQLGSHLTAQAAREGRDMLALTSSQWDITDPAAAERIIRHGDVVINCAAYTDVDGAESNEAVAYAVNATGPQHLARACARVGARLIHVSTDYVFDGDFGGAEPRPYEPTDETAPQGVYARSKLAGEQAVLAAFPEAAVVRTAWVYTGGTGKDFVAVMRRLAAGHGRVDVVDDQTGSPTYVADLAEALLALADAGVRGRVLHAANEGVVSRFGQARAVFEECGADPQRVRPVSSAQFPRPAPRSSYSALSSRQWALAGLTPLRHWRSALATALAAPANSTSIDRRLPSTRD
Target sequence (P9WH11 whole entry, looked up): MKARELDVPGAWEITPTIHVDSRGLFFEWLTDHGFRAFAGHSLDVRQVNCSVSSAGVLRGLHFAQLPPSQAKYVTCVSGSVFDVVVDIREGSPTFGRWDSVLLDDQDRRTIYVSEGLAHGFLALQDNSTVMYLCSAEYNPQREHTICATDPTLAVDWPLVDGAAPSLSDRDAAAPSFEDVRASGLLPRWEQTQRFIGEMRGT
Numbers without * were called inactive; ? = inconclusive; nt = no result given. The list is partial, so the mix of outcomes need not match the whole.

compound	M. tuberculosis GlmU	Mtb RmlCD inh
FC(F)(F)c1cccc(-c2nc(COc3ccc(Cl)cc3Cl)no2)c1	3.9%	3.0
Cc1ccc(Nc2nc3nonc3[nH]c2=O)cc1C	0.4%	5.1
COc1cc(-c2cc3nc(C)c(C)c(=O)n3[nH]2)cc(OC)c1OC	0.0%	14.6
O=C(c1ccoc1)N1CCC2(CC1)Oc1ccc(F)cc1C(=O)C21CC(c2cccnc2)=NO1 (centres undefined)	3.0%	-2.4
COc1cc(C(=O)Nc2c(C)cc(C)cc2C)c([N+](=O)[O-])cc1OC	-2.4%	-12.7
CCOc1ccccc1NC(=O)c1oc2ccccc2c1NC(=O)C1CCCO1 (centres undefined)	1.1%	nt
Cc1ccc2[nH]cc(C(=O)CN3CCC4(CC3)OCCO4)c2c1	-3.7%	nt
Cc1cc(C(F)F)n2nc(C(=O)Nc3ccccc3F)nc2n1	0.3%	-6.0
Cc1nn(-c2nc3ccccc3[nH]2)c(N)c1-c1ccc(Cl)cc1	-3.5%	4.5
COC(=O)CN=Cc1c(O)n(-c2ccc(Cl)cn2)c(=O)c2ccccc12	1.1%	6.4
CC(=O)Nc1ccc(/C(C)=N\NC(=O)c2ccc(-c3ccccc3)cc2)cc1	2.0%	nt
CC(=C/c1ccccc1)/C=N/Nc1nc(N2CCCCC2)nc(N2CCCCC2)n1	6.0%	26.7
O=c1[nH]c(SCc2ccccc2)nc2c1sc1ccccc12	0.5%	nt
Cc1ccccc1OCC(=O)N/N=C/c1c(C)nn(-c2ccccc2)c1Cl	7.0%	nt
CN(C(=O)COC(=O)CNC(=O)c1ccccc1Cl)c1ccccc1	6.8%	-13.6
CCC(C)(C)NC(=O)/C=C/c1cnc2ccccc2n1	2.8%	13.3
Cc1ccc2c(CN3C(=O)NC4(CCCCC4)C3=O)cc(=O)oc2c1C	1.1%	10.5
CC(OC(=O)c1cc[n+]([O-])cc1)C(=O)Nc1ccc(Cl)cn1 (centres undefined)	2.3%	7.7
CCc1ccc(-c2nc(C(N)=O)c3[nH]c(=O)n(-c4ccccc4OC)c3n2)cc1	1.5%	20.4
O=C(O/N=C(\c1ccccc1)c1ccccn1)c1ccc(Cl)c(Cl)c1	3.2%	15.9
COc1ccc2cc(C#N)c(Nc3cccc(F)c3)nc2c1	3.4%	5.8
Cc1cccc2c(CCN)c[nH]c12	-3.4%	-6.7
COc1ccc(/C=C2/C(=O)N=C(N)N2C)cc1OC	-4.2%	nt
Cc1cc(C)nc(NS(=O)(=O)c2ccccc2)n1	5.6%	-2.4
COC(=O)c1cc(OC)c(OC)cc1NCC(=O)Nc1ccc(OC)c(OC)c1	-2.6%	-5.4
CSCCC(NC(N)=O)C(=O)Nc1cccc(C#N)c1 (centres undefined)	-4.6%	-0.1
CC12CCC3C(CC=C4CC(O)CCC43C)C1C/C(=C\c1cccc(F)c1)C2=O (centres undefined)	-1.8%	-12.6
COC(=O)CCC(=O)Nc1c(C)n(C)n(-c2ccccc2)c1=O	-1.3%	7.6
Cc1nc(-c2cccc(S(=O)(=O)N3CC(C)CC(C)C3)c2)cs1 (centres undefined)	1.9%	nt
COc1cccc(COC(=O)c2nn(-c3ccccc3)nc2N)c1	-2.5%	-3.3
NS(=O)(=O)c1cccc2cccnc12	-1.4%	nt
Cc1ccc(NC2=NCC(=O)N2c2ccc3c(c2)OCCO3)c(C)c1	-3.0%	6.6
O=c1[nH]c(=O)n(Cc2ccccc2)c2nc(-c3ccco3)cc(C(F)(F)F)c12	3.0%	-3.7
CCCCn1cnc2c([nH]c3ccccc32)c1=O	2.7%	nt
CCOC(=O)c1c(C)oc(/N=C/c2ccccc2O)c1C#N	2.4%	-10.9
COC(=O)C(NS(=O)(=O)c1ccccc1Br)C(C)C (centres undefined)	1.6%	nt
COc1cccc2c1C(=O)CC2NC(=O)C(F)(F)F (centres undefined)	0.5%	-4.5
NC(=O)c1c(-c2cccs2)csc1N	-1.9%	5.6
O=c1[nH]c(O)c(C=NC2CCN(Cc3ccccc3)CC2)c(=O)[nH]1	-3.2%	nt
Cc1ccc(NC(=O)N2CCc3ccccc32)cc1	0.3%	-0.5
CCOC(=O)C(C)n1cnc2c(nnn2-c2ccc(OC)cc2)c1=O (centres undefined)	5.8%	nt
CCC(=O)Nc1ccc(NC(=O)c2ccccc2Cl)nc1	2.3%	nt
CN(C)CCNC(=O)C(=O)NCC1OCCCN1S(=O)(=O)c1cccs1 (centres undefined)	-0.4%	-7.7
CC1CCCCN1C(=O)CSc1nc(C2CC2)nc2c1cnn2-c1ccccc1 (centres undefined)	-1.6%	4.3
CC(=O)Nc1ccc(S(=O)(=O)N(C)CC(=O)OCC(=O)Nc2cccnc2Cl)cc1	-1.5%	4.6
COc1ccc(-n2c(SC)nc3ccccc3c2=O)cc1	4.8%	nt
CCCS(=O)(=O)c1nc(S(=O)(=O)c2ccc(C)cc2)c(N2CCCC2)s1	0.4%	nt
N#Cc1ccccc1NC(=O)CNc1ccccc1N1CCCCC1	2.0%	3.0
CCCc1cc(=O)n2[nH]c(C(F)(F)F)nc2n1	7.1%	1.2
Cc1cc(=O)oc2cc(OCC(=O)N3CCCc4ccccc43)ccc12	2.3%	-8.3

Laid out differently: entries from further up.
Fields: M. tuberculosis GlmU, Mtb RmlCD inh
> CN(C)CCNC(=O)C(=O)NCC1OCCCN1S(=O)(=O)c1cccs1 (centres undefined)
→ -0.4%, -7.7
> CC1CCCCN1C(=O)CSc1nc(C2CC2)nc2c1cnn2-c1ccccc1 (centres undefined)
→ -1.6%, 4.3

(next part)
compound	M. tuberculosis GlmU	Mtb RmlCD inh
Cc1c(NC(=O)c2ccc(-c3ccccc3)cc2)cccc1C(=O)O	3.7%	nt
CSC(=NS(=O)(=O)c1ccccc1)SC	-0.8%	8.1
CN(C)CCN1C(=O)c2oc3ccccc3c(=O)c2C1c1cccc(Br)c1 (centres undefined)	2.2%	-12.3
CC1(C(=O)NCc2cc(F)cc(C(F)(F)F)c2)C=CC2(CCCCC2)N1C(=O)c1ccccc1 (centres undefined)	3.3%	nt
Cc1c(CCO)c(=O)[nH]n1C(=O)c1ccc(F)cc1	-1.2%	-5.0
CCC(C)(C(=O)NC1CCCCC1)N(Cc1cccs1)C(=O)c1ccc(=O)[nH]c1 (centres undefined)	-6.9%	-5.4
OCCOCC#CCN1CCOCC1	nt	6.8
N#CC(=C1N=c2ccccc2=N1)c1c(O)[nH]c2ccccc12	-6.2%	2.9
COCc1ccc(CN2CCc3c([nH]c4ccccc34)C2CC(C)C)o1 (centres undefined)	1.7%	1.0
N#C/C(=C\c1ccco1)C(=O)Nn1cnnc1	-0.7%	-1.2
O=C(COC(=O)c1ccccc1Br)Nc1ccc(F)cc1	-4.0%	-3.8
CN(C)C(=O)c1nc2ccc(Cl)cn2c1CN1CCCC(OCc2cccnc2)C1 (centres undefined)	2.9%	10.7
CCc1cccc(OCC(=O)Nc2c[nH]c(=O)[nH]c2=O)c1	-1.8%	4.5
C=CCn1c(=O)c(C#N)cc2c(=O)n3ccccc3nc21	-5.5%	-5.3
Cc1ccc(-c2cc(C(=O)N3CCN(c4ncccn4)CC3)c3cc(Br)ccc3n2)o1	-7.4%	-7.3
O=C(NCc1ccco1)c1cc(=O)c2ccccc2o1	8.2%	9.5
O=C(Nc1ccc(F)cc1)N(CCCN1CCOCC1)Cc1cc2cc3c(cc2[nH]c1=O)OCCO3	-4.0%	-14.8
O=C(COC(=O)C1CCN(C(=O)c2ccc(Cl)cc2)CC1)c1ccco1	1.8%	24.2
CC1CCN(C(=O)c2ccc(CNc3c(N4CCCC4)c(=O)c3=O)cc2)CC1	-2.8%	6.5
Cc1ccsc1C(=O)C1CCCN(Cc2cn(C)nc2-c2ccccc2)C1 (centres undefined)	8.4%	-4.9
CC(=O)c1cccc(NC(=O)N2CCCC2C(=O)NCc2ccc3c(c2)OCO3)c1 (centres undefined)	8.0%	-12.3
CS/C(=N\S(=O)(=O)c1cccs1)Nc1ccc(N2CCOCC2)cc1	1.0%	6.9
CCOc1ccc(Cl)cc1CNCCNCCO	-9.6%	7.9
Cc1ccc(-n2nnnc2SCC#N)cc1	-0.3%	-2.5
Clc1cccc(CN2COc3c(cc(Cl)c4cccnc34)C2)c1	-8.3%	nt
O=C(Nc1nnc(-c2ccc(Cl)cc2)o1)C1=COCCO1	-2.6%	-5.0
O=C(NNc1nc2ccc(F)cc2s1)c1cccc(F)c1	0.1%	-2.6
Oc1ccc(Cl)cc1-c1cc(C(F)(F)C(F)F)nc(-c2ccccc2)n1	nt	4.4
CCOP(=O)(OCC)c1nc(-c2ccc(C)cc2)oc1NCc1ccccc1	-2.6%	nt
CCOC(=O)Cn1nc(C)c(NC(=O)COc2ccccc2[N+](=O)[O-])c1C	3.1%	-8.7
Cc1ccc(N2CC(C(=O)Nc3ccc(C)c(S(=O)(=O)N(C)C)c3)CC2=O)cc1 (centres undefined)	0.2%	-2.0
c1ccc(Cn2nnnc2C(c2ccccn2)N2CCOCC2)cc1 (centres undefined)	-2.6%	5.8
CC(=O)N/N=C(\C)C1COc2ccccc2O1 (centres undefined)	-5.9%	nt
COCCn1c(=NC(=O)c2ccccc2[N+](=O)[O-])sc2cc(S(C)(=O)=O)ccc21	-2.0%	16.4
Cn1c(=O)c([N+](=O)[O-])c(-n2ccnc2)c2ccccc21	-3.3%	-20.5
COC(=O)Nc1nc(C)c(C(=O)N(C)C)s1	0.5%	nt
Cc1ccc(C#N)c(SCc2nnc(-c3ccc(Cl)cc3)o2)n1	-1.1%	nt
O=S1(=O)N=C(N(Cc2cccs2)c2ccc(O)cc2)c2ccccc21	3.0%	nt
CCOC(=O)c1cccc(-n2c(C)nc3ccccc3c2=O)c1	1.2%	-8.8
Cc1ccc2nc(NCc3ccco3)c(C=NCc3ccco3)c(=O)n2c1	-0.8%	19.7
Cc1cc(C(F)(F)F)n(-c2nc(C(=O)Nc3cccnc3)cs2)n1	0.8%	-2.4
Cc1nc(N2CCOCC2)nc2c1CCCC2	-2.3%	nt
O=C(CSc1nnc(-c2cccs2)n1Cc1ccco1)c1ccc2c(c1)OCO2	4.9%	nt
CCOC(=O)C1(Cc2ccccc2)CCN(Cc2cnc(N3CCOCC3)s2)CC1	1.2%	-2.6
CCOC(=O)C(=N/O)/C(C)=N/NC(=O)C(=O)Nc1ccc(Cl)cc1	2.4%	14.4
CN(C)S(=O)(=O)c1cccc2c1C(=O)c1ccccc1C2=O	0.0%	-9.1
Cc1ccc2c(c1)N(C(C)C(=O)NCc1cccs1)C(=O)CO2 (centres undefined)	7.4%	-11.6
CCCC(=O)N1c2ccc(-c3csc(N)n3)cc2CC1C (centres undefined)	3.6%	-2.2
Cc1ccccc1NS(=O)(=O)c1ccc(NC(=O)c2nc3ncccn3n2)cc1	-5.6%	12.0
Cn1c(SCC(=O)N/N=C/c2ccco2)nc2ccccc21	0.8%	-4.5

Next entries:
compound	M. tuberculosis GlmU	Mtb RmlCD inh
COc1ccc(C(=O)CCNc2ccc(F)cc2)cc1	-1.4%	57.1
CC1CCCCN1Cc1c(C#N)c2ccccc2n1C (centres undefined)	1.2%	18.1
O=C(NC(=S)Nc1c(Cl)ccc2nsnc12)c1ccco1	7.4%	8.3
COc1nc(OC)nc(N2CCC(C(=O)Nc3cccc4c3CCCC4)CC2)n1	-0.5%	-4.0
O=C(O)/C=C/C(=O)Nc1cccc2cccnc12	2.2%	nt
COc1cccc(C2C(C(=O)c3ccco3)=C(O)C(=O)N2CCN(C)C)c1OC (centres undefined)	2.8%	-2.5
CC(C)NC(=O)CCS(=O)(=O)c1ccc(Br)s1	1.9%	2.2
CCN(CC)CCN1C(=O)c2ccccc2NC1c1ccccc1F (centres undefined)	-6.8%	nt
CC(=O)Nc1ccccc1NC(=O)c1cc(C)ccc1C	-0.2%	-12.5
CCCNC(=O)C(=O)c1cccn1-c1ccsc1C(=O)OC	-1.2%	9.5
COC(=O)c1cc(Br)c(=O)n(-c2ccc(OC)cc2)c1	0.3%	nt
O=C(NCc1ccc(Cl)cc1Cl)C1CCN(S(=O)(=O)c2ccc3c(c2)OCCCO3)CC1	-1.9%	?
CCOC(=O)CN1C(=O)SC(CC(=O)Nc2nccs2)C1=O (centres undefined)	0.6%	-2.2
Cc1nn(-c2cc(Cl)ccc2N)c(=O)c2ccccc12	2.6%	-1.0
CCn1c(SCCN2CCCCC2)nnc1-c1ccc(S(=O)(=O)N2CCOCC2)cc1	-6.0%	1.3
COc1ccc(NC(=O)/C=C/c2ccco2)cn1	-1.3%	26.0
Cc1cc(C)c2nc(NNC(=O)c3ccc(S(=O)(=O)N4CC(C)CC(C)C4)cc3)sc2c1 (centres undefined)	2.7%	nt
C=CCn1c(COc2ccccc2)nnc1SCC(=O)N/N=C/c1ccc(C)cc1	2.2%	-4.3
CC(/C=N/N1CCN(c2ccc(C)cc2)CC1)=C\c1ccccc1	7.7%	nt
COc1ccc(-c2cc(=O)n(CCC#N)[nH]2)cc1	1.2%	nt
Cc1ccc(/C=C/C(=O)Nc2cc(S(N)(=O)=O)ccc2O)cc1	-1.2%	65.8
Cc1cc(CNC(=O)Cc2ccc(F)cc2)c2ccccc2n1	-1.9%	-12.2
